# Source: PubChem
# CHT PAM: human CHT allosteric activation; CHT-expressing cells, membrane potential dye, choline EC20; active compounds read high; LV-AA mutant CHT in HEK293 cells; B-score at 10 µM; actives 0.49% (n = 310,000);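 active = initial fluorescence not abnormally high and integrated response B-score, plate-corrected, over 3 SD above library mean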
# Target sequence (Q9GZV3 whole entry, looked up): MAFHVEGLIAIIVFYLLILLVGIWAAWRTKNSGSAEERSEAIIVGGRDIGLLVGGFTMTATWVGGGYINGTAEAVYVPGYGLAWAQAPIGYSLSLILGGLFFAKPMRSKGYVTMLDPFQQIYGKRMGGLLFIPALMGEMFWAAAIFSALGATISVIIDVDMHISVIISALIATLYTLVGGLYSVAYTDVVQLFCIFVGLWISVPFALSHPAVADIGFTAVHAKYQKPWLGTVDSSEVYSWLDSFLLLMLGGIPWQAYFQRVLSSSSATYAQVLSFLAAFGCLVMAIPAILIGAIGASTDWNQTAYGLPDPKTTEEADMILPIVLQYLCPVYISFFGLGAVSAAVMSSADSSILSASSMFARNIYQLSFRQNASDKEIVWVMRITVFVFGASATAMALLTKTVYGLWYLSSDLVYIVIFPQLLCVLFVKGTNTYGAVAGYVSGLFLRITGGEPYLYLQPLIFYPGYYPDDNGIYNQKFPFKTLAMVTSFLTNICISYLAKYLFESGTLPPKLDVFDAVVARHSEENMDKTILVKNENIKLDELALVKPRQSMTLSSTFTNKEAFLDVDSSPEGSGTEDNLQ
# STK33 kinase inh: human STK33 kinase inhibition. Q9BYT3. purified STK33, MBP phosphorylation, ADP-Glo luminescence. inhibition, % at 10 µM. actives 0.073% (n = 320,000);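 active = inhibition at or above 25%, using the most active replicate where run in duplicate; inactive = inhibition below 25%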
# Target sequence (Q9BYT3 whole entry, looked up): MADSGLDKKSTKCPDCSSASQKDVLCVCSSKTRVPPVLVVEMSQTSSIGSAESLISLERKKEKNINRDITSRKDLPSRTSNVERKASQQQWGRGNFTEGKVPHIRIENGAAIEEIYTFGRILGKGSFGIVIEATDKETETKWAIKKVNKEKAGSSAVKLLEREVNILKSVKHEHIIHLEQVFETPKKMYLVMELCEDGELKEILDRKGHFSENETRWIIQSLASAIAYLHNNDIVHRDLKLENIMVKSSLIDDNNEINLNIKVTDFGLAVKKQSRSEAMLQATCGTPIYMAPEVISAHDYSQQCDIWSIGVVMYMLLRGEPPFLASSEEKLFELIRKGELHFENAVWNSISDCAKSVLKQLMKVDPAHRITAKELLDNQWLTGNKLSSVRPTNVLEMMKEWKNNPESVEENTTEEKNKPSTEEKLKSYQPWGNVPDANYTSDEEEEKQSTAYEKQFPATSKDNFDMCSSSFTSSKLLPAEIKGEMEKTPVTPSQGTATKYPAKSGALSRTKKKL
# CHT block: human CHT choline transport inhibition | Q9GZV3 | CHT-expressing cells, membrane potential dye, choline response; active compounds read low | B-score at 10 µM | actives 0.86% (n = 310,000) | AID 488975;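 active = B-score over 3 SD under the library average, and starting fluorescence ratio not unusually high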;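 also: choline stimulus applied at its EC90 after an EC20 pre-addition; B-score computed on integrated fluorescence ratio after choline addition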
# An asterisk follows results filed as active; i = inactive; · = no result given.
SMILES,CHT PAM,STK33 kinase inh,CHT block
Cc1oc(-c2ccc(Cl)cc2)nc1CN1CCC(C(=O)NCC2CCCO2)CC1 (stereo not drawn),i,-1.6,i
Cc1cc(NC(=O)COc2ccc3ccccc3c2)no1,i,-0.8,i
O=C(Cc1n[nH]c(=O)c2ccccc12)NC(c1ccccc1)c1ccccc1,i,-2.1,i
Cc1cc(C)c2oc(=O)cc(CN3CCOCC3)c2c1,i,-1.5,i
CN1C(=O)CCC(CCC(=O)O)(c2ccccc2O)C1=O (stereo not drawn),i,1.0,i
COc1ccc(NC(=O)CS(=O)(=O)c2cccc(Cl)c2)cc1,i,-0.7,i
COC(=O)Cc1c(C)c2ccc(O)c(CN3CCCC(C)C3)c2oc1=O (stereo not drawn),i,0.4,i
COC(=O)c1ccc(C)c(NC(=O)COC(=O)C2CC3CCCC(C2)C3=O)c1 (stereo not drawn),i,·,i
Cc1csc(NC(=O)CSc2nc(C(C)C)nc3ccccc23)n1,i,1.5,-5.9*
O=C(Nc1scc(-c2ccccc2)c1C(=O)O)c1ccc(F)cc1,i,0.2,i
Nc1ccccc1SCc1cn2ccccc2n1,i,-0.1,i
CCOC(=O)c1cccc(NC(=O)N[C@@H](C)C(=O)OC)c1,i,-2.9,i
N#C/C(=C(/O)c1ccc([N+](=O)[O-])o1)c1nc2ccccc2[nH]1,i,0.8,i
COc1cccc2cc(-c3nc(-c4cccs4)cs3)c(=O)oc12,i,-0.3,i
CCOCCCNCC(=O)Nc1ccc(OC(F)(F)F)cc1,i,0.6,i
COc1ccc(CNC(=O)c2c(N)n(CCCN3CCOCC3)c3nc4ccccc4nc23)cc1,i,-0.8,i
O=C(COc1ccc2c(c1)CCC2)NCc1cccc(Cl)c1,i,-2.2,i
COC(=O)CCS(=O)(=O)c1cc(Cl)ccc1Cl,i,-0.1,i
CCCCn1c(N)c(N(CC(C)C)C(=O)c2cc(-c3ccc(F)cc3)nc3ccccc23)c(=O)[nH]c1=O,i,·,i
Cc1ccc(NC(=O)CS(=O)CC(=O)N(CC(=O)NC2CCCC2)c2ccc3c(c2)OCCO3)cc1 (stereo not drawn),i,-1.7,i
CCOc1ccc(C(=O)NCC(=O)OCC(=O)NC2CCCC2)cc1,i,-0.3,i
CC(=O)c1ccc(NC(=O)CN2CCC(NC(=O)C3CCCCC3)CC2)cc1,i,0.7,i
Fc1cccc(NC(=S)NNc2ccccc2)c1,i,-0.3,i
O=c1[nH]c2c(c(=O)n1Cc1ccccc1)CCC2,i,1.0,i
Cn1c(CCN2CCCCC2)nc2cc(NC(=O)C3CCCCC3)ccc21,i,-0.1,i

# Looked up above.
# CCOc1ccc(C(=O)NCC(=O)OCC(=O)NC2CCCC2)cc1 in STK33 kinase inh reads -0.3
# Fc1cccc(NC(=S)NNc2ccccc2)c1 in STK33 kinase inh reads -0.3
# CN1C(=O)CCC(CCC(=O)O)(c2ccccc2O)C1=O (stereo not drawn) in STK33 kinase inh reads 1.0
# COC(=O)Cc1c(C)c2ccc(O)c(CN3CCCC(C)C3)c2oc1=O (stereo not drawn) in STK33 kinase inh reads 0.4
# Cc1cc(C)c2oc(=O)cc(CN3CCOCC3)c2c1 in STK33 kinase inh reads -1.5
# COC(=O)CCS(=O)(=O)c1cc(Cl)ccc1Cl in STK33 kinase inh reads -0.1

# (listing goes on)
SMILES,CHT PAM,STK33 kinase inh,CHT block
CN(C)c1ccc([N+](=O)[O-])cc1C(=O)NCC(c1ccco1)N(C)C (stereo not drawn),i,-3.0,i
CCOc1ccccc1NC(=O)NNS(=O)(=O)c1ccc([N+](=O)[O-])cc1,i,-1.4,i
CCCc1nn(C)c2c(=O)[nH]c(-c3cc(S(=O)(=O)N(CCO)CCO)ccc3OCC)nc12,i,0.2,i
CC(NC(=O)Nc1cccnc1)(C(F)(F)F)C(F)(F)F,i,0.8,i
O=C(Nc1ccccc1)C1=C[C@H](c2coc3ccccc3c2=O)C[C@H](OCc2ccc(CO)cc2)O1,i,0.2,i
S=C(Nc1ccc2c(c1)OCCO2)Nc1ccccc1Cl,i,1.1,i
CC(=O)OCC(=O)Nc1ccccc1OC(F)F,i,-0.3,i
Cn1c(NC(=O)/C=C/c2c(F)cccc2Cl)cc(=O)n(C)c1=O,i,-1.2,i
O=C(Nc1ccn(Cc2c(F)c(F)cc(F)c2F)n1)c1ccc(COc2cc(Cl)ccc2Cl)o1,i,-0.3,i
Cn1cnnc1SCC(=O)Nc1c(F)cc(F)cc1Br,i,-0.6,i
CC(=O)Nc1ccc(OC/C=C(\C)Cl)cc1,i,-1.3,i
COc1ccc(CCN(C(=O)C(F)(F)F)C(C(=O)NC2CCCCC2)c2ccc(C)s2)cc1 (stereo not drawn),i,-2.3,i
CNC(=O)CNC(=O)Nc1ccc(Cl)c(Cl)c1,i,0.3,i
O=C(NC(=O)N1CCCCCC1)c1ccc(Cl)cc1,i,-2.4,i
COc1ccc(NC2CCCN(C(=O)c3ccc4[nH]c(C)c(C)c4c3)C2)cc1 (stereo not drawn),i,-1.2,i
Cc1ccc(OCCOC(=O)c2c(-c3ccccc3)noc2C)cc1,i,0.3,-5*
CCCS(=O)(=O)N1CCCC(C(=O)NCCN(Cc2ccccc2)C(C)C)C1 (stereo not drawn),i,-0.5,i
CCC(Sc1nc(N)cc(N)n1)C(=O)O (stereo not drawn),i,1.6,i
O=C(Cn1nc(-c2ccccc2)ccc1=O)Nc1cccc(NC(=O)c2ccccn2)c1,i,-0.9,i
Cc1cccc(C2=NN(c3ccc(Br)cc3)[C@@H](C(=O)N3CCOC3=O)[C@@H]2c2ccc(F)cc2)c1,i,-0.7,i
COc1ccccc1CC(=O)NC(=O)c1ccccc1O,i,0.4,i
CCN(Cc1ccccc1)S(=O)(=O)c1ccc(S(=O)(=O)N(Cc2cccc(OC)c2)CC2CCCO2)cc1 (stereo not drawn),i,-0.7,i
CC(C)CN1C(=O)N(c2ccc(Cl)cc2)C(C)(O)CC1(C)C (stereo not drawn),i,1.4,i
Cn1c(SCC(=O)N2CCCc3ccccc32)nnc1-c1cccs1,i,-0.2,i
Cc1ccc2c(CC(=O)N3CCc4ccccc43)coc2c1,i,1.9,i

# Two compounds from above, showing only CHT PAM and CHT block.
Molecule | CHT PAM | CHT block
Cc1ccc(OCCOC(=O)c2c(-c3ccccc3)noc2C)cc1 | i | -5*
CCCS(=O)(=O)N1CCCC(C(=O)NCCN(Cc2ccccc2)C(C)C)C1 (stereo not drawn) | i | i

# In the list so far, 3 have a CF3 group:
SMILES,CHT PAM,STK33 kinase inh,CHT block
CCOCCCNCC(=O)Nc1ccc(OC(F)(F)F)cc1,i,0.6,i
CC(NC(=O)Nc1cccnc1)(C(F)(F)F)C(F)(F)F,i,0.8,i
COc1ccc(CCN(C(=O)C(F)(F)F)C(C(=O)NC2CCCCC2)c2ccc(C)s2)cc1 (stereo not drawn),i,-2.3,i

# The list continues:
SMILES,CHT PAM,STK33 kinase inh,CHT block
CC1CC(C(F)F)n2nc(C(=O)O)cc2N1 (stereo not drawn),i,-0.4,i
O=C(Nc1ccc(-c2nnc3n2CCCCC3)cc1)c1cc2ccccc2o1,i,2.3,i
O=C(CN1CCCCC1)n1c2ccccc2c2ccccc21,i,-0.7,i
COC(=O)C1=C(C)N=C2SCCC(=O)N2C1c1cccs1 (stereo not drawn),i,-1.5,i
COc1cc(C(=O)NCC(=O)OCC(=O)c2cccc3ccccc23)cc(OC)c1OC,i,-1.7,i
CCOc1ccc(S(=O)(=O)N2CCCCC2)cc1NC(=O)CSCc1c(C)noc1C,i,-1.1,i
CCN1CCc2c(sc(NC(=S)NC(=O)c3ccco3)c2C(N)=O)C1,i,1.4,i
Cc1onc(-c2ccccc2Cl)c1C(=O)Nc1ccccc1,i,0.8,i
O=C(c1noc2c1CCCC2)N1CCCCC1,i,-0.9,i
Cc1cccc(N2CCN(C(=O)c3ccncc3)CC2C)c1 (stereo not drawn),i,-0.9,i
N#CCC(=O)N/N=C/c1ccc(N2N=C(c3ccccc3)CC2c2ccccc2)cc1 (stereo not drawn),i,0.3,i
Cc1cc(NC(=O)CSc2nc3cc4c(cc3c(=O)n2CCc2ccccc2)OCO4)no1,i,0.3,i
CN(Cc1ccc2nonc2c1)Cc1nc(CC2CC2)no1,i,0.0,i
O=[N+]([O-])c1ccccc1/C=C/CN1CCC(O)CC1,i,-0.3,i
CCCCC(=O)Nc1ccc(C(=O)N2CCN(C)CC2)cc1,i,-4.7,i
CNC(=O)c1csc(Cc2c(Cl)sc3ccc(Cl)cc23)n1,i,-0.6,i
Cc1c(NC(=O)C2CCCN2S(=O)(=O)c2cccc3nsnc23)cccc1C(=O)O (stereo not drawn),i,0.7,i
CCNc1nc(NCC)nc(OCC(=O)O)n1,i,0.2,i
CC(=O)Oc1cccc(NC(=O)c2cccc(C(=O)Nc3cccc(OC(C)=O)c3)c2)c1,i,-0.7,i
COc1ccc(C(=O)N2CCN(C(=O)c3ccc(-c4ccccc4)cc3)CC2)cc1OC,i,-0.1,i
CCOC(=O)C1=C(c2ccccc2)NC(=S)NC1c1cc([N+](=O)[O-])ccc1OC (stereo not drawn),i,-0.6,i
CCN1CCN(C(=O)/C=C/c2ccc(OC)cc2)CC1,i,-0.6,i
COc1ccc(CN(C)C(=O)c2ccc(Oc3ccccc3)cc2)cc1F,i,0.5,i
COc1cc(/C=C2\CCC(C3CCCC3)C2=O)ccc1OC(C)C (stereo not drawn),i,-0.7,i
O=C(Cn1nnc2ccccc2c1=O)N[C@@H](Cc1c[nH]c2ccccc12)C(=O)O,i,-1.1,i

# The list continues:
SMILES,CHT PAM,STK33 kinase inh,CHT block
CCOC(=O)COc1ccc2c(C)cc(=O)oc2c1C(=O)c1ccccc1,i,-0.1,i
CCc1nc2scc(-c3ccccc3)c2c(=O)n1N,i,-0.5,i
COc1cccc(CNC(=O)CN2C(=O)CSc3ccc(S(=O)(=O)N4CCOCC4)cc32)c1,i,0.5,i
O=C(Cc1ccccc1)NCC(=O)N1CCCC1,i,-0.2,i
CC1=C(C(=O)Nc2ccccc2C(=O)NC2CCCCC2C)SCCO1 (stereo not drawn),i,-0.5,i
O=C(CSc1nc2ccccc2c(=O)n1Cc1ccco1)c1ccccc1,i,0.5,i
O=C(c1cc2cc(F)ccc2[nH]1)N1CCCC(Nc2ccc(F)cc2)C1 (stereo not drawn),i,1.2,i
O=C(O)CC1SC(=O)N(Cc2ccccc2)C1=O (stereo not drawn),i,-3.4,i
O=C(NC(NC(=S)Nc1ccccc1C(=O)O)C(Cl)(Cl)Cl)c1ccccc1 (stereo not drawn),i,-0.8,i
CCCCNC(=O)NNc1nc(Cl)cc(C)c1C#N,i,-0.4,i
COc1cc(NC(=O)Cn2nc(Cc3cccnc3)c3ccccc3c2=O)cc(OC)c1OC,i,0.1,i
COc1ccccc1N(CC(=O)NCc1ccco1)C(=O)CCC(=O)Nc1ccccn1,i,-0.1,i
CC1(C)Cn2c(nnc2-c2ccccc2)S1,i,-0.2,i
CCSc1nc(C)c(CC)c(C)c1C(N)=O,i,-0.4,i
O=C(NCCc1ccc(Cl)cc1)C1CCCN1C(=O)Nc1ccccc1 (stereo not drawn),i,-0.4,i
COc1ccc(CCCc2n[nH]c(=S)o2)cc1C,i,-0.7,i
COc1ccc(/C=N/NC(=O)CNC(=O)c2ccncc2)cc1,i,-2.2,i
O=C(N/C(=C\c1ccc([N+](=O)[O-])cc1)C(=O)N1CCOCC1)c1cccc(Br)c1,i,-1.8,i
CCOC(=O)C1CCN(S(=O)(=O)c2ccc(Br)c(OCC)c2)CC1,i,0.0,i
COc1ccc(/C(C)=N/NC(=O)CNC(=O)/C=C\c2ccccc2OC)c(OC)c1,i,0.2,i
Cc1c(S(=O)(=O)N2CCCC(C)C2)c(=O)n(C)c(=O)n1C (stereo not drawn),i,-1.6,i
CCC(=O)c1ccc(OCC(=O)N(Cc2nnc(-c3ccccc3Cl)o2)C2CC2)cc1,i,-2.1,i
CC(C)(c1ccccc1)c1ccc(OCCN2CCCC2)cc1,i,-0.1,i
CC1C(=O)Nc2ccc(S(=O)(=O)N3CCN(c4cccc(C(F)(F)F)c4)CC3)cc2NC1=O (stereo not drawn),i,-0.7,i
Cc1ccc(Cn2cccc(NC(=O)NCc3ccccc3)c2=O)cc1,i,-2.2,i

# More structures.
SMILES,CHT PAM,STK33 kinase inh,CHT block
Cc1cccc(C)c1OC(=O)Cc1ccccc1[N+](=O)[O-],i,1.7,i
CCCc1nn(C)c(C(=O)Nc2ccc(C)c(C)c2)c1Cl,i,0.4,i
Cc1nnc(NC(=O)C2CCCCC2)s1,i,-0.7,i
Cc1ccc(NC(=O)COC(=O)c2ccnn2C)cc1,i,-2.3,i
O=C(NCCc1ccccc1)C1CCN(C(=O)N2CCOc3ccccc32)CC1,i,-1.1,i
COc1ccc(N(CC(=O)NCc2ccccc2)C(=O)Cn2nnc(-c3ccccc3F)n2)cc1OC,i,2.9,i
C#CCN(CC=C)C(=O)c1ccc(OC2CCN(S(=O)(=O)N(C)C)CC2)cc1,i,-1.5,i
O=C(CNS(=O)(=O)c1ccccc1F)Nc1ccc(N2CCOCC2)cc1,i,-0.5,i
CCCNS(=O)(=O)c1ccc(CCC(=O)Nc2ccc3c(c2)OCO3)cc1,i,-1.6,i
NC12CC3CC(C1)CC(CO)(C3)O2,i,0.0,i
Cc1ccc(-c2nn(-c3ccccc3)cc2C=C2C(=O)CC(C)(C)CC2=O)cc1,i,-1.0,i
CCCCCCCN1CCC(=O)N([C@H](CO)Cc2ccccc2)CC1,i,-0.2,i
COc1ccc(CCNC(=O)c2csc3c2CCCC3)cc1OC,i,0.6,i
CCOc1ccc(NS(=O)(=O)c2cc3c4c(c2)C(C)C(=O)N4CCC3)cc1 (stereo not drawn),i,2.2,i
Cc1ccccc1N1C(=O)CC(N2CCC(C(N)=O)CC2)C1=O (stereo not drawn),i,-1.1,i
